Screens from PubChem.
ATXN viability – Viability Counterscreen for Primary qHTS for Inhibitors of ATXN expression; S2 cells (HEK-293 line with an ATXN2-luciferase reporter) viability, CellTiter-Fluor protease fluorescence, 24 h; Potency, µM (titrated, usually from 56.7 µM), hits mostly cytotoxic; 400,000 compounds, 0.49% hits; AID 651635, 2014; also: potency is read from the fitted curve at half-maximal effect; nearly all actives have a fitted effect of over 40% in size
HepG2 viability – qHTS for Inhibitors of TGF-b: Cytotox Counterscreen; HepG2 CAGA-GFP viability, ATP luminescence, 18 h; Potency, µM (highest dose often 46.1 µM), without a hit: at the highest dose activity change, negative = cytotoxicity, actives largely listed as cytotoxic; 410,000 compounds, 0.76% hits; AID 588856, 2011; also: potency is read from the fitted curve at half-maximal effect; some results filed as inactive show a strong effect at the top dose
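CellTiter-Glo luminescence gave cytotoxicity after 18 hours at 37 degrees C. The cells were HepG2 CAGA-GFP in 1% FBS DMEM, stimulated with 500 pg/mL TGF-beta after compound addition. %Activity was normalised to no-cell wells (complete cell-killing) and DMSO (no toxicity), and curves were fitted and classified.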
TGFb inhibitor – qHTS for Inhibitors of TGF-b; HepG2 CAGA-GFP TGF-b/SMAD3 reporter, GFP fluorescence, 18 h; TGF-beta stimulated, 500 pg/mL final; Potency, µM (top dose mostly 46.1 µM), without a hit: at the top dose activity, negative = inhibition, most hits filed as inhibitors; 410,000 compounds, 1.2% hits; also: potency is read from the fitted curve at half-maximal effect; % is scaled to controls: 0 for no effect and ±100 for the full control effect; nearly all actives have a fitted effect of over 65% in size
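Smad-responsive CAGA-GFP expression was quantified in HEPG2 cells exposed to compounds and 500 pg/mL final TGF-beta for 18 h at 37 degrees C; unstimulated wells defined full inhibition.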
pAkt inh – HTS Assay for Inhibitors of Akt Phophorylation: Primary Screen; Neuro2A IGF-stimulated pAkt S473 HTRF, 20 min; hits give low values; activity change, % for hits at 50 µM; 360,000 compounds, 0.32% hits; AID 651550, 2012; in the data active = activity change below about -80%; inconclusive = mostly about -51% to -80%; also: % is scaled to controls: 0 for no effect and ±100 for the full control effect
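Single-point screen (50 µM final compound) in Neuro2A cells stimulated 20 min with 6 nM IGF at 37 deg C. After lysis, Ser473-phosphorylated Akt read by HTRF (ex 330 nm, em 615/665 nm) as the 665/615 ratio.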
Nrf2 inh – Nrf2 qHTS screen for inhibitors. A549 ARE-Fluc reporter, luciferase luminescence, 18-24 h. Potency, µM (series often up to 46 µM), inactives show at the highest dose activity change, negative = inhibition, usual class: inhibitors. 360,000 compounds, 2.1% hits; also: potency is read from the fitted curve at half-maximal effect; % is scaled to controls: 0 for no effect and ±100 for the full control effect; nearly all actives have a fitted effect of over 60% in size
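A549 ARE_Fluc cells, 5000/well, 5% FBS OPTI-MEM; compounds in dose-response, 18-24 h at 37 °C/5% CO2; CellTiter-Fluor viability read (Ex 405/Em 525), then BugLite luciferase luminescence = Nrf2 activity.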
CCT modulator – High-Throughput Screening for Modulators of Cytosolic Chaperonin Activity; AID 651819, 2012; 360,000 compounds, 0.3% hits; activity change, % (no concentration beside the values), hits read low; purified chaperonin ATPase assay, HTRF ADP detection, 30 min; in the data active = activity change below about -30%; also: % is scaled to controls: 0 for no effect and ±100 for the full control effect
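Nucleotide hydrolysis assay: TRiC at 20–40 nM final (set by batch activity) with 10 uM ATP, 30 min at 37 °C, in presence of 76 uM compound. Detection by competitive ADP HTRF, 30 min ambient.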
Nrf2 activator – qHTS of Nrf2 Activators; 410,000 compounds, 0.31% hits; Potency, µM (doses to about 46.1 µM), for inactives: top-dose activation, hits mostly activators; AID 624171, 2012; AREc32 ARE-luciferase reporter (MCF7-derived line), luminescence, 24 h; also: potency is read from the fitted curve at half-maximal effect; % of control where 0% means no effect; nearly all actives have a fitted effect of over 65% in size
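AREc32 cells carrying an ARE-driven firefly luciferase reporter were seeded at 1000 cells/well in OPTI-MEM with 5% FBS, then exposed to compound for 24 hr at 37 deg C. Luminescence was read with Steady-Glo after 30 min at RT.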
A549 viability – Nrf2 qHTS screen for inhibitors: counterscreen for cytotoxicity; A549 ARE-Fluc cells, CellTiter-Fluor viability, 18-24 h; Potency, µM (doses to about 46 µM), without a hit: at the top dose activity change, negative = cytotoxicity, hits mostly inhibitors; 390,000 compounds, 0.16% hits; AID 504648, 2011; also: potency is read from the fitted curve at half-maximal effect; % is scaled to controls: 0 for no effect and ±100 for the full control effect
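Cytotoxicity counterscreen: CellTiter-Fluor fluorescence was measured in A549 ARE_Fluc cells after 18-24 h of compound exposure in a concentration series. The subsequent BugLite luminescent read reports ARE-luciferase activity.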
MmCpn inh – Inhibitors of TCP-1 ring complex (TRiC) of Methanococcus maripaludis (MmCpn): qHTS; Potency, µM (doses to about 76.9 µM), for the others: at the highest dose activity, negative = inhibition, actives largely listed as inhibitors; AID 504842, 2011; purified Mm-Cpn ATPase, ADP Transcreener TR-FRET; 330,000 compounds, 0.031% hits; Chaperonin Mm-Cpn (Methanococcus maripaludis); also: potency is read from the fitted curve at half-maximal effect; % is scaled to controls: 0 for no effect and ±100 for the full control effect; nearly all actives have a fitted effect of over 80% in size
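Purified archaeal Mm-CPN (25nM final) preincubated 10 min at 37degC with compound, then 10uM ATP for 30 min at 37degC; ADP measured by HTRF Transcreener TR-FRET; buffer 30 mM TRIS pH 7.4, 100mM KCl, 5mM MgCl2, 1mM DTT.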
Active calls of the source: *; i = inactive; ? = inconclusive; nt = no result given; [ ] = dose if it differs, or a comment. Unless noted, calls follow the shape of the dose curve; as a rule, active = well fitted curve in the direction sought with a large enough effect; inconclusive = small, poorly fitted or top-dose-only effect, or another doubt; inactive = no such curve, though single readings can be large; an effect the other way counts as inactive or inconclusive. Compounds were not picked by outcome, and some 4.4% of all compounds hit somewhere here.

SMILES | ATXN viability | HepG2 viability | TGFb inhibitor | pAkt inh | Nrf2 inh | CCT modulator | Nrf2 activator | A549 viability | MmCpn inh
Clc1ccc(Cc2noc(Cc3ccccc3)n2)cc1Cl | i | -38% | 2% | i | 10% | -3.2 | 0.3% | 20% | 1%
CCOC(=O)C1(Cc2ccccc2Cl)CCN(S(C)(=O)=O)CC1 | i | 6% | 11% | i | -24% | 0.1 | -0.8% | 3% | -4%
COc1ccc(/C=C/C(=O)OCC(=O)NC2CCCC2)c(OC)c1 | i | 1% | 10% | i | -8% | -2.3 | 0.4% | 1% | 0%
COc1ccc(NC(=O)CN2CCN(Cc3ccccc3)S2(=O)=O)c(OC)c1 | i | 5% | 3% | nt | nt | nt | 1.9% | 1% | nt
COCCCn1c(-c2cccc(Cl)c2)nc2c1c(=O)[nH]c(=O)n2Cc1ccccc1 | i | 6% | -13% | i | -8% | 0.7 | 0.2% | -1% | 0%
Cc1onc(-c2ccccc2Cl)c1C(=O)Nc1cccc2nsnc12 | i | -11% | -4% | i | -2% | -2.3 | 0.3% | 1% | -18%
COc1ccc(N2CCn3c2nc2c3c(=O)n(CCCc3ccccc3)c(=O)n2C)c(OC)c1 | i | -2% | 3% | i | ? | -0.4 | -0.6% | -21% | 0%
CCOC(=O)c1c(-c2ccccc2Cl)csc1NC(=O)c1cc(S(=O)(=O)N2CCOCC2)ccc1C | i | 9% | -5% | i | -18% | -0.1 | -0.1% | ? | -25%
Cc1ccc(Nc2nnc(SCC(=O)c3ccc(Br)s3)s2)c(C)c1 | i | 4% | -42% | i | 6% | 0.6 | 2.5% | 1% | -11%
Cc1ccccc1CNC(=O)C1CCN(c2nnc(-n3c(C)ccc3C)s2)CC1 | nt | -47% | nt | nt | 1% | nt | ? | 4% | nt
Cc1nc2c(-c3ccc(Cl)cc3)cnn2c2c1CCC2 | nt | 8% | ? | i | ? | -0.9 | 5.4% | 16% | -6%
Cc1ccc(S(=O)(=O)N(C)C)cc1NC(=O)c1n[nH]c(=O)c2ccccc12 | i | -6% | ? | i | -3% | -2.2 | 0.9% | 18% | 1%
O=C(COC(=O)CCc1c[nH]c2ccccc12)NC1CCS(=O)(=O)C1 (centres undefined) | i | -4% | -1% | i | ? | 1.9 | 0.2% | 2% | 3%
COc1ccc(CN(C(=O)c2snc(C(N)=O)c2N)C(C(=O)NC2CCCC2)c2ccc(OC)c(OC)c2)cc1 (centres undefined) | i | -1% | 8% | i | -11% | 1.6 | -0.7% | -10% | -2%
CCN(CC)C(=O)c1cncc(C(=O)N(CC)CC)c1-c1ccccc1 | i | 10% | -7% | i | 2% | -2.7 | -0.6% | -4% | -3%
N#Cc1cccc(S(=O)(=O)NCC(=O)OCC(=O)NCc2ccccc2)c1 | i | 2% | -1% | i | 7% | -1.4 | 0.2% | 0% | -3%
COc1ccc(S(=O)(=O)NCCN2CCNC2=O)cc1OC | i | 10% | -2% | i | 3% | 2.9 | -0.1% | -12% | -3%
CC(C)(C)C(=O)Nc1cc(C(F)(F)F)ccc1N1CCOCC1 | i | -11% | -2% | i | 6% | -3.4 | -0.9% | -3% | -2%
Cc1ccc(Cl)cc1NC(=O)Cn1cccc1 | i | 11% | -32% | i | nt | -0.8 | 0.1% | 7% | -7%
COc1ccc2c(c1)N(C)/C(=C/c1cccc[n+]1C)S2 | ? | -37% | -17% | i | 3.3µM* | -1.5 | 3.1% | 16µM* | -1%
COc1cc(/C=N/NC(=O)c2ccoc2C)ccc1OCCN1CCCCC1 | i | -21% | -8% | i | -12% | -0.9 | 1.8% | 1% | 1%
COc1ccc(-n2cc(C(=O)NC(C)c3ccccc3)c3ccccc3c2=O)cc1 (centres undefined) | nt | -27% | ? | nt | -3% | nt | 1.1% | -2% | nt
COc1ccccc1NC(=O)NCCCN1CCN(c2ccc(F)cc2)CC1 | i | -11% | 3% | nt | 6% | nt | -0.8% | 1% | nt
CC(=O)Nc1cccc(C(=O)OCC(=O)c2ccc3c(c2)OCO3)c1 | i | 17% | 13% | i | ? | 2.3 | -1.4% | 2% | 1%
Cc1ccc2c(=O)cc(CSc3ncn[nH]3)[nH]c2c1C | i | -2% | -6% | nt | nt | nt | -0.1% | -11% | nt
CCCOc1ccc(Cc2nn3c(=O)/c(=C/c4ccco4)sc3nc2=O)cc1 | i | 6% | 1% | i | 14% | -1.3 | 2.8% | 3% | -2%
CCOC(=O)c1c(C)n(-c2ccccc2)c2ccc(OC(=O)c3cc(OC)cc(OC)c3)cc12 | i | -8% | -4% | nt | 13% | nt | 0.8% | -1% | nt
CS(=O)(=O)Nc1ccc(C(=O)Nc2ccccc2Cl)cc1 | i | -8% | -1% | i | -4% | -0.2 | 2.5% | 0% | 0%
CC(C)Oc1ccc(C(=O)NC(=S)Nc2ccc(Cl)c(C(=O)O)c2)cc1 | i | 2% | 0% | i | 19% | 0.0 | 0.3% | -5% | 2%
CCN1CCN(CCCNC(=O)CCc2nc(-c3ccc(OC)cc3)no2)CC1 | i | -1% | 11% | i | 1% | -1.1 | -0.8% | 0% | 0%
CCOC(=O)N1CCC(NC(=O)CCC(=O)N2CC(C)Oc3ccc(C)cc32)CC1 (centres undefined) | i | -7% | -2% | i | 0% | -0.9 | 0.8% | -6% | 0%
CC(C)(CO)Nc1ccc([N+](=O)[O-])cc1[N+](=O)[O-] | i | 1% | 1% | i | 1% | -6.6 | 0.6% | ? | 3%
NC(=S)C1COc2ccccc2O1 (centres undefined) | i | -49% | 0% | i | 3% | 1.9 | -0.9% | -1% | 0%
CC(=O)Nc1ccc(S(=O)(=O)NN=c2sc3ccccc3n2C)cc1N | i | -2% | 3% | i | nt | 0.8 | 7.2% | nt | nt
CCS(=O)(=O)n1nc(-c2ccc(Cl)cc2)nc1SCc1ccccc1 | ? | -31% | ? | i | -7% | -2.3 | 3.3% | -2% | 1%
COCCNc1nc2ccccc2nc1NS(=O)(=O)c1ccc(C)cc1C | i | -14% | -3% | i | -19% | -3.5 | 3.3% | 1% | -14%
CCOC(=O)N1CCN(C(=O)CN(Cc2ccc(Cl)cc2)S(C)(=O)=O)CC1 | i | -1% | -9% | i | nt | 1.7 | 0.4% | -1% | 1%
O=C(OCC(=O)N1CCCC1)c1cc2c(cc1[N+](=O)[O-])OCCO2 | ? | -11% | 1% | i | 2% | 1.0 | -0.5% | 16% | -1%
COc1ccccc1NC(=O)C(C)Nc1ccc(C)c(Cl)c1 (centres undefined) | i | 2% | 0% | i | 0% | -7.2 | -0.1% | 24% | 4%
CCn1c(SCC(=O)Nc2ccccc2C(=O)OC)nnc1-c1cccc(C)c1 | i | -11% | -17% | i | -28% | 1.4 | 1.3% | 2% | 1%
COc1ccc(N(C)S(=O)(=O)c2cccc(C(=O)OCC(=O)c3c(N)n(C)c(=O)n(C)c3=O)c2)cc1 | ? | -9% | ? | i | 21µM* | -2.8 | 0.2% | -12% | 0%
CC(=O)c1c(C)[nH]c(C(=O)OCC(=O)Nc2ccc3c(c2)OCCO3)c1C | i | -28% | -7% | i | 16µM* | -0.2 | 2.5% | -1% | -1%
Cc1nn(-c2nc(-c3ccco3)cc(C(F)(F)F)n2)c(C)c1Cl | i | 5% | -7% | -116%* | 3% | -11 | 24% | -1% | -5%
O=C(O)CC(NC(=O)C1c2ccccc2Oc2ccccc21)c1ccc(Cl)cc1 (centres undefined) | i | 6% | 0% | i | ? | -1.4 | -0.5% | -7% | 1%
CC(C)(C)[C@H]1COC(=O)CCCC/C=C\C[C@H](CC(=O)N(CCO)Cc2ccccc2)C(=O)N1 | ? | -19% | 0% | i | 0% | 1.2 | -0.6% | 0% | 1%
CCOCC(=O)OCC(=O)Nc1cc(OC)c([N+](=O)[O-])cc1C | i | 23% | 0% | i | -2% | -3.1 | -0.1% | -7% | 2%
CC(CCN1CCC(CN2C(=O)C(=O)NC[C@@H]2Cc2ccccc2)CC1)c1ccccc1 (some centres undefined) | i | 4% | 0% | i | 5% | -1.3 | -0.4% | -4% | nt
O=S(=O)(Nc1cccc(S(=O)(=O)N2CCCCCC2)c1)c1ccc(F)cc1F | i | -16% | 0% | i | -29% | 0.6 | -0.4% | 1% | 0%
CCOC(=O)N1CCN(C(=O)C2CC(c3ccc(F)cc3)=NO2)CC1 (centres undefined) | i | -15% | -9% | i | 7% | -2.2 | -0.1% | 4% | 1%
CCOC(=O)c1nn2c(C(F)(F)F)cc(-c3ccc(C)cc3)nc2c1Cl | i | -4% | 16% | nt | 3% | nt | -0.1% | 3% | nt

(list continues)
SMILES | ATXN viability | HepG2 viability | TGFb inhibitor | pAkt inh | Nrf2 inh | CCT modulator | Nrf2 activator | A549 viability | MmCpn inh
COc1ccc(CCNC(=O)C2CCN(S(=O)(=O)c3ccc(Cl)cc3)CC2)cc1OC | i | -17% | 1% | i | ? | -0.2 | -0.2% | 11%[1.84 µM] | -1%
CCC1(OC(=O)CN(C)C)C(=O)OCc2c1cc1n(c2=O)Cc2cc3c(N)cccc3nc2-1 (centres undefined) | ? | 3% | 3.2µM* | i | 0.65µM* | 1.9 | -1.3% | ? | nt
CCc1noc(C)c1C(=O)Nc1ccc(S(=O)(=O)N2CCC(C)CC2)cc1 | i | -1% | -13% | i | ? | -2.6 | -0.3% | 4% | -3%
COc1ccc(CC(=O)Nc2cccc(-c3ccc4nnc(C)n4n3)c2)cc1 | i | -37% | 11% | i | -4% | 0.4 | 13% | -6% | 0%
